# CRFR2-BP antag: antagonists of CRF-BP/CRF-R2 complex, primary screen, cell-based, HEK293, calcium dye fluorescence, uHTS | 350,000 compounds, 0.59% hits | inhibition, % at 11.8 µM | CRF-induced calcium fluorescence;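 active = inhibition of the ligand-induced calcium signal above about 50% at the single tested concentration, limit read from the data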
# CRFR2-BP ag: agonists of CRF-BP/CRF-R2 complex, primary screen, cell-based, HEK293, calcium dye fluorescence, uHTS | CRF-binding protein / CRF receptor 2 complex (human) | calcium dye fluorescence (FLIPR); percent of saturating CRF peptide response | activation, % at 13.2 µM | 350,000 compounds, 0.46% hits;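 active = activation of at least 50%, plus an integration ratio under a set limit after plate pattern correction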;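 also: plate controls were neutral control wells without compound for no effect and CRF at EC100 for full effect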
# CHRM4 PAM: human M4 muscarinic receptor positive allosteric modulators, primary screen, CHO-K1 cells, Fluo-8 calcium fluorescence. CHO-K1 hM4/Gqi5, ACh EC20; 0% = ACh EC20, 100% = maximal ACh. Muscarinic acetylcholine receptor M4 (Homo sapiens), P08173. 360,000 compounds, 0.4% hits. activation, % at 3 µM;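 active = activation above its plate's cutoff, the mean activation of sample wells plus 3 SD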; also: some results filed as inactive read as strong as hits
# Target sequence (P08173 whole entry, looked up): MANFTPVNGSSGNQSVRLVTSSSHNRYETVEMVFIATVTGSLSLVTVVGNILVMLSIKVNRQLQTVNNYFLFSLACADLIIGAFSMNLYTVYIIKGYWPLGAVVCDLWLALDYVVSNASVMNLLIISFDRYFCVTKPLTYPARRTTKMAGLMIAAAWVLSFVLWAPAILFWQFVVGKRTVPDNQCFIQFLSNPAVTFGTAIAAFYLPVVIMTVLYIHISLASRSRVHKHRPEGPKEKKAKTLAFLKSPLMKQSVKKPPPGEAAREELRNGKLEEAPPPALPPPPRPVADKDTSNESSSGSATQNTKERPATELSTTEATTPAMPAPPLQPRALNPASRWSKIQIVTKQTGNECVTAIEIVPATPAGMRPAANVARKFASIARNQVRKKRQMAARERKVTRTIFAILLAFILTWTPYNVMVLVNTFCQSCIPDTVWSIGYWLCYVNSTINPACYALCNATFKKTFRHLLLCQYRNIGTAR
# M4 ag: human M4 muscarinic receptor agonists, primary screen, CHO-K1 cells, Fluo-8 calcium fluorescence; 360,000 compounds, 0.14% hits; Muscarinic acetylcholine receptor M4 (Homo sapiens), P08173; CHO-K1 hM4/Gqi5; vehicle 0%, full acetylcholine response 100%; AID 624127, 2012; activation, % at 3 µM;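 active = activation above the run mean over all test wells plus 3 SD, cut at about 32% in these data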;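 also: peak over basal fluorescence ratio per well then scaled between controls; 0% = DMSO wells and 100% = acetylcholine at EC100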
# CHRM5 agonist: human M5 muscarinic receptor agonists, primary screen, CHO-K1 cells, Fluo-8 calcium fluorescence | Muscarinic acetylcholine receptor M5 (Homo sapiens), P08912 | activation, % at 3 µM | AID 624037, 2012 | 360,000 compounds, 0.19% hits | CHO-K1 hM5 cells; 0% DMSO wells, 100% maximal acetylcholine response;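 active = activation above the run's mean over test compounds plus 3 SD, cut at about 23% in these data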;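 also: signal is peak over basal fluorescence ratio across the kinetic read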
# Target sequence (P08912 whole entry, looked up): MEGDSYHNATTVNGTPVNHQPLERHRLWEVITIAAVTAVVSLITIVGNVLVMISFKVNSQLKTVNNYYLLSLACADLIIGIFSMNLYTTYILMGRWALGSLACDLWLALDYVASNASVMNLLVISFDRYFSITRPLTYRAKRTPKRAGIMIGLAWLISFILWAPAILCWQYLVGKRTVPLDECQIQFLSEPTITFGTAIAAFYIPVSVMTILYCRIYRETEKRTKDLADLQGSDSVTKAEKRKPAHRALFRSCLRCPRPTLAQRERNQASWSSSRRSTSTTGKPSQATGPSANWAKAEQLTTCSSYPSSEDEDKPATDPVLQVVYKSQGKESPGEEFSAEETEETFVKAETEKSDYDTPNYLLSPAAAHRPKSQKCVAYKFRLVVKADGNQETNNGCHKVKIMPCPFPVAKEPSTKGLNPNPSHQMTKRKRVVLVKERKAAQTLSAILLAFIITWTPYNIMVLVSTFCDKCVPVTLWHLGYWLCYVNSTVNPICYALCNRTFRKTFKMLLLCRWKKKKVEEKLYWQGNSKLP
# CHRM5 antagonist: human M5 muscarinic receptor antagonists, primary screen, CHO cells, Fluo-8 calcium fluorescence. CHO-hM5 cells, ACh EC80. Muscarinic acetylcholine receptor M5 (Homo sapiens), P08912. 360,000 compounds, 0.59% hits. inhibition, % at 3 µM. AID 624040, 2012;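 active = inhibition above a per-plate cutoff, the mean of that plate's test compounds plus 3 SD, cut at about 27% in these data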;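 also: 0% = acetylcholine EC80 with DMSO and 100% = DMSO without agonist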
# IDE inh: human IDE inhibitors in live cells, primary screen, fluorescence polarization, HEK cells, FAbetaB substrate | 320,000 compounds, 0.41% hits | inhibition, % at 5.59 µM | FAbetaB cleavage | AID 434962, 2010;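 active = percent inhibition above the average of all tested compounds plus 3 SD, set per screening campaign, cut at about 16% in these data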;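 also: IDE supplied by intact live HEK cells; FP after avidin binding of uncleaved biotin substrate so inhibition keeps polarization high; 0% = DMSO wells and 100% = 60 µM reference IDE inhibitor Ii1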
# M5 PAM: human M5 muscarinic receptor positive allosteric modulators, primary screen, CHO-K1 cells, Fluo-8 calcium fluorescence. AID 624038, 2012. 360,000 compounds, 0.3% hits. Muscarinic acetylcholine receptor M5 (Homo sapiens), P08912. CHO-K1 hM5, ACh EC20 PAM; 0% = ACh EC20, 100% = ACh EC100. activation, % at 3 µM;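 active = activation above the run cutoff, the mean activation of all test compounds plus 3 SD, cut at about 18% in these data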
#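 System: CHO-K1 hM5 cells. Reagent: acetylcholine, EC20 level. Compound dosing: single dose, 3 µM nominal final test concentration. Timing: Post-acetylcholine fluorescence recording 140 s. Detection: Fluo-8 calcium fluorescence. Read-out: % activation, ACh-normalized. Benchmarks: ACh EC20 and EC100 wells. Repeats: singlicate, one well per test compound.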
# CHRM4 antagonist: human M4 muscarinic receptor antagonists, primary screen, CHO cells, Fluo-8 calcium fluorescence; Muscarinic acetylcholine receptor M4 (Homo sapiens), P08173; CHO-hM4 cells, ACh EC80; inhibition, % at 3 µM; 360,000 compounds, 0.73% hits;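 active = inhibition above its plate's cutoff, the mean inhibition of sample wells plus 3 SD, cut at about 27% in these data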;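 also: 0% = acetylcholine EC80 with DMSO and 100% = DMSO without agonist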
# Active calls of the source: *; nt = not tested or not shown.
SMILES,CRFR2-BP antag,CRFR2-BP ag,CHRM4 PAM,M4 ag,CHRM5 agonist,CHRM5 antagonist,IDE inh,M5 PAM,CHRM4 antagonist
CS(=O)(=O)NCCCNc1ccc(C(F)(F)F)cc1[N+](=O)[O-],-7,-0.7,7,4,3,-1,7,5,1
CC(C(=O)NC1CCCC1)N1CCN(S(=O)(=O)c2ccc(C(C)(C)C)cc2)CC1 (stereo not given),-1,-0.1,15,2,1,15,-2,-2,7
COc1ccc(OC)c2[nH]c(=O)c(CCNS(=O)(=O)c3ccccc3)cc12,-21,2.9,3,1,-2,14,10,-3,-5
COc1ccccc1NC(=O)COc1cccnc1[N+](=O)[O-],-2,-0.2,12,8,2,1,1,6,-20
CCc1ccccc1N1C(=O)CN(Cc2cc(OC)c(OC)c(OC)c2)C1=S,9,-0.9,-7,11,-1,12,3,-15,-3
CCn1cc2c(c1-c1cccc(C)c1)c(=O)n(C)c(=O)n2C,10,1.4,11,0,3,5,1,-2,-10
COc1ccc(C2CC(=O)Oc3cc(OC)ccc32)cc1 (stereo not given),-2,-8.1,8,0,-1,2,nt,-1,-5
Cc1ccc(CNC(=O)C2CCCN(S(=O)(=O)c3ccc(-n4cnnn4)cc3)C2)cc1 (stereo not given),21,-0.7,-10,1,2,0,0,3,7
C=CCNC(=O)C12CC3CC(C1)CC(C(=O)NCC=C)(C3)C2,1,4.5,-1,1,-2,12,0,-9,6
O=C(/C=C/c1ccc2c(c1)OCO2)NCc1cn2cc(Cl)ccc2n1,-1,-2.3,10,3,1,2,1,3,-8
O=c1[nH]cc(N2CCCCCC2)c(=O)[nH]1,-4,3.2,-23,9,1,0,2,-20,-11
COc1ccc(-c2nnc(N(C)C(=O)c3ccno3)s2)cc1,-6,0.5,8,0,-4,1,5,2,12
Cc1ccc(SCc2nc(-c3ccccc3)no2)cc1,0,1.9,-1,-1,-4,-6,5,-1,-10
CCN(c1ccc(NC(=O)CSCc2c(C)noc2C)cc1)C(C)C,-1,0.0,-1,1,-9,13,3,-3,14
COc1ccc(S(=O)(=O)NCC2CCCN(C(=O)CNC(C)=O)C2)cc1 (stereo not given),30,0.1,7,2,2,-6,-4,-4,-5

# Overlap with the part before: three entries; new compounds follow.
SMILES,CRFR2-BP antag,CRFR2-BP ag,CHRM4 PAM,M4 ag,CHRM5 agonist,CHRM5 antagonist,IDE inh,M5 PAM,CHRM4 antagonist
Cc1ccc(SCc2nc(-c3ccccc3)no2)cc1,0,1.9,-1,-1,-4,-6,5,-1,-10
CCN(c1ccc(NC(=O)CSCc2c(C)noc2C)cc1)C(C)C,-1,0.0,-1,1,-9,13,3,-3,14
COc1ccc(S(=O)(=O)NCC2CCCN(C(=O)CNC(C)=O)C2)cc1 (stereo not given),30,0.1,7,2,2,-6,-4,-4,-5
COc1ccc(S(=O)(=O)Cc2ccc(C(=O)NCc3ccccn3)o2)cc1,15,-1.7,9,1,0,-1,0,-6,-5
COCCN1C(=O)C(=O)/C(=C(/O)c2ccc(S(=O)(=O)N3CCOCC3)cc2)C1c1ccc(OC)c(OC)c1 (stereo not given),1,-0.4,3,0,1,-3,-2,3,10
Cc1cc(C(=O)c2cnc(/N=C/N(C)C)s2)cc(C)c1O,-7,0.8,-7,0,0,-1,6,-3,6
Cc1cc(SCC(=O)N/N=C/c2ccc(O)c(O)c2)c(C)cc1Br,0,-0.6,-4,6,-3,-4,4,-15,-1
CC(C)COc1ccc(C/C(N)=N/n2cnnc2)cc1,0,2.8,-3,2,3,-1,-1,2,1
O=C(NCCO)c1nc2ccccc2s1,-16,3.9,17,1,4,0,-3,8,4
CCN(CC)CCN1C(=O)C(=O)/C(=C(/O)c2c(C)[nH]c(C(=O)OC)c2C)C1c1ccccc1 (stereo not given),14,19,30*,1,-2,4,3,3,1
Cc1cc(C(=O)NCc2ccccc2)no1,6,7.2,0,0,-3,-5,4,3,-2
CCOC(=O)C1CCN(C2CC(=O)N(c3ccc(OCC)cc3)C2=O)CC1 (stereo not given),9,-0.7,-4,0,0,5,-1,-2,-2
O=C(O)c1ccccc1-c1ccccc1C(=O)NCc1cccc(C(F)(F)F)c1,3,0.8,0,0,-2,-4,-4,2,-9
CCN(c1ccccc1)S(=O)(=O)c1ccc(Cl)c(C(=O)O)c1,-3,-0.9,5,1,1,2,-9,11,-2
O=C(C1CC1)N1N=C(c2ccccc2)CC1(O)C(F)(F)C(F)(F)F (stereo not given),-1,1.0,-8,-1,0,3,4,-2,4
Cc1ccc2c(CC(=O)OC3CCOC3=O)coc2c1 (stereo not given),19,-2.4,8,0,-2,-7,-5,3,-11
CCCCN(Cc1ccccc1)C(=O)C1CCC(=O)N(CCc2ccccn2)C1 (stereo not given),5,-0.5,0,1,-3,16,-3,-3,3
Cc1ccc2c(c1)N(C(=O)CCC(=O)NCc1cccc(F)c1)CCO2,34,-5.4,1,2,0,-1,-2,-3,-2
CCC1Oc2ccc(C)cc2N(CC(=O)N2CCOCC2)C1=O (stereo not given),-3,-0.4,6,1,-1,-5,3,6,0
O=C1CC(NS(=O)(=O)c2ccc([N+](=O)[O-])cc2)CN1c1ccc(Cl)cc1 (stereo not given),-14,2.2,1,11,0,0,4,0,-23
Cc1cccc(NC(=O)CSCC(=O)N2CCN(Cc3ccc4c(c3)OCO4)CC2)c1,16,-2.5,1,2,-3,2,7,-1,-14
Cc1ccc(S(=O)(=O)NCCc2nnc3ccc(NCCCOC(C)C)nn23)cc1,-19,1.8,-6,1,1,2,0,-1,-1
O=C(Nc1ccc(Oc2cccnc2)cc1)c1ccccc1Cl,3,0.6,0,3,-2,3,-1,-1,-2
CC(C)(C)c1ccc(NC(=O)C(=O)C2C(=O)Nc3ccccc32)cc1 (stereo not given),-9,-0.6,16,2,-2,5,-7,2,-3
CCCCNC(=O)CS(=O)Cc1nc(-c2cccc(C)c2)oc1C (stereo not given),16,-1.9,2,0,0,-1,-1,5,-1
O=C(COc1ccc(F)cc1)N(Cc1cccc(Br)c1)C1CCS(=O)(=O)C1 (stereo not given),8,1.3,5,3,-1,14,6,-5,-6
CCOc1ccc(OCC(=O)OCn2c(SC)nnc(C)c2=O)cc1,23,-3.2,18,1,1,6,0,11,8
Cc1ccc(N(C(C)C(=O)Nc2ccc3c(c2)OCO3)S(C)(=O)=O)cc1 (stereo not given),0,-0.3,5,1,0,5,1,5,-9
CC1CN(C(=O)N(C)C)CCN1C(=O)N(C)C (stereo not given),1,-1.1,13,0,-2,7,-2,-4,31*
Cc1ccc(N=CC2=C(O)CC(c3ccc(Cl)cc3)CC2=O)cc1 (stereo not given),-2,-2.6,-11,0,1,-3,4,-3,5
CCc1nnc2sc(-c3cc(-c4ccccc4)nc4ccccc34)nn12,-33,-0.5,13,-1,0,-5,0,4,-8
O=C(Nc1ccc(N2CCOCC2)c(F)c1)c1ccncc1,2,-0.8,-1,1,1,3,-5,-4,-3
CCN1CCN(C(=O)C2CCC(=O)N(CCCN3CCCC3=O)C2)CC1 (stereo not given),7,-0.3,-2,2,-4,8,-4,-1,-1
CN(C)S(=O)(=O)c1cccc(NC(=O)COC(=O)[C@H](Cc2ccccc2)NC(=O)c2ccco2)c1,-77,33,-8,18,0,25,3,-25,13
Cc1noc(C)c1S(=O)(=O)Nc1ccc2c(c1)C(=O)N([C@H](C)CO)C[C@H](C)[C@H](CN(C)C(=O)NC(C)C)OCCCC[C@@H](C)O2,5,0.1,0,0,1,-18,nt,12,-10
COC(=O)C1C2C=CC3(CN(Cc4ccco4)C(=O)C13)O2 (stereo not given),2,1.5,11,0,1,-9,-1,9,0
CC1CCN(CCCNC(=O)c2cc3c(=O)n(C)c4ccccc4c3n2C)CC1,1,-0.3,5,1,2,-5,0,2,-2
C=CCC1(CC=C)CCCN1C(=O)C1CCC(=O)N(CCc2ccc(Cl)cc2)C1 (stereo not given),0,1.1,3,5,-2,-7,1,5,-19
O=C(c1cncc(Br)c1)N1CCN(S(=O)(=O)c2ccccc2)CC1,-3,0.7,-1,2,-2,-15,1,1,2
CC(OC(=O)CN1C(=O)c2ccccc2C1=O)C(=O)c1ccccc1 (stereo not given),2,0.6,8,1,0,-6,2,3,-3
COc1ccc(C(=O)N2CCN(C(=O)C3CCCO3)CC2)cc1[N+](=O)[O-] (stereo not given),4,1.1,3,1,0,5,1,5,-5
COc1ccc(CN(CC(=O)NCCc2ccccc2)C(=O)CCC(=O)Nc2ccccn2)cc1,-8,0.2,-1,1,-2,21,-3,-4,4
C/C(CC(=O)Nc1ccc(Cl)c(Cl)c1)=N\NC(=O)Cc1ccccc1,-10,-2.2,-5,6,-1,-2,3,0,1
COc1cc(C(c2c(C)[nH][nH]c2=O)c2c(C)[nH][nH]c2=O)cc(Br)c1OC,-2,0.7,2,1,-1,15,1,-5,-12
O=C(CC1(O)C(=O)c2ccccc2C1=O)c1ccccc1,-12,-0.1,4,1,-5,6,6,7,11
C/C(=N\NC(=O)c1cccc(S(=O)(=O)Nc2cccc(Cl)c2)c1)c1cccs1,-37,1.1,6,1,-1,2,1,0,-2
CN1C2=C(C#N)C(c3ccccc3)(C(F)(F)F)NC(=O)N2c2ccccc21 (stereo not given),-8,-0.5,6,1,-1,0,4,-1,0
O=C(Nc1ccccc1F)C1CCCN(S(=O)(=O)c2ccc(-n3cnnn3)cc2)C1 (stereo not given),-3,1.2,-3,0,2,-3,3,7,-6
O=C(C1=C[C@H](c2ccc3c(c2)OCO3)C[C@H](OCc2ccc(CO)cc2)O1)N1CCOCC1,9,-1.6,3,3,4,5,3,3,-1
COC(C/C=C/[C@H](O)[C@H](C)OCc1ccccc1)OC,7,-4.0,4,1,1,12,4,2,5
CCn1c(SCC(=O)Nc2ccc(OCc3ccccc3)cc2)nnc1-c1ccco1,3,-1.6,-1,6,-5,7,2,-7,-8
Cc1ccc(SCc2noc(C(=O)NCC3CCCO3)c2C(=O)O)cc1C (stereo not given),-6,-0.7,0,0,3,11,-1,-2,10
Cc1ccc(C)c(NC(=O)CN(C)C(=O)c2ccc3c(=O)n4c(nc3c2)CCC4)c1,26,-0.3,9,1,0,-13,6,11,-13
COc1cccc(C2CC(c3ccc(Cl)cc3)n3nc(N)nc3N2)c1 (stereo not given),-24,20,1,2,-1,4,2,-5,-2
CCC(=O)N1CCN(c2cc(NCC3CCCO3)c(F)cc2[N+](=O)[O-])CC1 (stereo not given),1,6.2,3,2,-1,-3,0,10,-5
